Compound activity deposited in PubChem BioAssay by several laboratories.
RPL19A TOR yeast – modulators of TOR pathway RPL19A-GFP in S. cerevisiae. actives 0.3% (n = 330,000). S. cerevisiae RPL19A-GFP strain, flow cytometry, 3 h; active compounds read low. percent response vs DMSO, % at 10 µM;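 active = percent response vs DMSO below 50%; inconclusive = fewer than 70 events counted for the yeast strain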;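 also: median channel GFP fluorescence of the barcoded RPL19A-GFP strain; ratio of sample median GFP to plate DMSO average so 100% = DMSO; lower means less RPL19A-GFP as with rapamycin TOR inhibition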
JMJD2C inh – human JMJD2C demethylase inhibition | GST-JMJD2C(1-420) H3K9me3 demethylation, DELFIA europium | Q9H3R0 | actives 0.069% (n = 330,000) | inhibition, % at 2.35 µM;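 active = more than half of a compound's replicate wells show inhibition beyond 50%, single wells judged on their own value; inconclusive = some, but no more than half, of replicates pass 50% inhibition; inactive = no replicate passes 50% inhibition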;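 also: signal counts dimethyl H3K9 product captured on neutravidin plate; 0% = median of DMSO wells and 100% = 0.3 times that DMSO median; strong numbers were not always called active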
MEP2-GFP yeast – alters MEP2-GFP fluorescence in TOR pathway yeast screen | S. cerevisiae MEP2-GFP strain, flow cytometry GFP, 3 h; 100% = DMSO control level | GFP response vs DMSO, % at 10 µM | actives 0.51% (n = 330,000) | AID 2016;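 active = GFP response versus DMSO above a set limit, roughly screen mean plus 3 SD, cut at about 180% in these data; inconclusive = fewer than 70 cells counted for a yeast strain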;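 also: median GFP fluorescence of the barcode-gated MEP2-GFP cells per well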
AHR act – activates the human aryl hydrocarbon receptor; actives 2.5% (n = 320,000); AHR-responsive luciferase reporter cells, luminescence; P35869; activation, % at 5 µM; AID 2796; in the data active = activation above about 47%;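 also: 0% = vehicle wells and 100% = reference agonist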
Target sequence (P35869 whole entry, looked up): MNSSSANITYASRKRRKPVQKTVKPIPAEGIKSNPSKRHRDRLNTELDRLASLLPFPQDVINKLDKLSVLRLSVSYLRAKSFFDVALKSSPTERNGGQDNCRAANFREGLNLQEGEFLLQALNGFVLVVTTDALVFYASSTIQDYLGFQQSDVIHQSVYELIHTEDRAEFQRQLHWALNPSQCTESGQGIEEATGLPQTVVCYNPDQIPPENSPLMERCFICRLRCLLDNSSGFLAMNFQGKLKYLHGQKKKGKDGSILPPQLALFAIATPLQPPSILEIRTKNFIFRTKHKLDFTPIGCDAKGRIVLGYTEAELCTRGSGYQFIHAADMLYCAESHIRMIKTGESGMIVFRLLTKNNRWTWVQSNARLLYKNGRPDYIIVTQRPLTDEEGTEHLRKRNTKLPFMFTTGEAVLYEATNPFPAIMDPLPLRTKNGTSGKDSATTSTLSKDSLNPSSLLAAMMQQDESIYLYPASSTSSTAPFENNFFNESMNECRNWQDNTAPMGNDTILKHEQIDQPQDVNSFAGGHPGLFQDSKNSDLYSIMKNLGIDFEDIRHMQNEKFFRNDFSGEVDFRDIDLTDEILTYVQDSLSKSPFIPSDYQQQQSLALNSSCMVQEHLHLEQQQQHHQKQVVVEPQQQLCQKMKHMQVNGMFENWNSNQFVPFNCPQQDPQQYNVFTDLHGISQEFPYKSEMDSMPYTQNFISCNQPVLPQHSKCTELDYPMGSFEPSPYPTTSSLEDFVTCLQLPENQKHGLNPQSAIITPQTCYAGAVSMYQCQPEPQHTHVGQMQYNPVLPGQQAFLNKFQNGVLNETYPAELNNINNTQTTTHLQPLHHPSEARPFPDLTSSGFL
proCasp7 act – activates human procaspase-7, counter-screen for procaspase-3 activators; recombinant procaspase-7, Ac-DEVD-pNA absorbance 405 nm; D23A/D198A/D206A triple mutant, cannot self-cleave; scale: DMSO 0, 5 µM enzyme 100; activation, % at 8.5 µM; actives 0.093% (n = 330,000);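 active = percent activation above the screen-wide mean plus 3 SD, cut at about 25% in these data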
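Test system: Procaspase-7 triple mutant (PC-7 D3A). Also added: Ac-DEVD-pNA substrate, 400 µM as added. Schedule: 1 h enzyme–compound preincubation and 2 h substrate reaction, both 25 °C. Signal: p-Nitroaniline absorbance at 405 nm, read at 0 and 120 min. Control set: low DMSO alone, high DMSO plus 5 µM PC-7.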
LAP4 TOR yeast – alters LAP4-GFP fluorescence in TOR pathway yeast screen | actives 0.34% (n = 320,000) | AID 2023 | GFP response vs DMSO, % at 10 µM | S. cerevisiae LAP4-GFP multiplex, flow cytometry GFP, 3 h; median GFP as percent of DMSO wells;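 active = GFP response vs DMSO above a set limit, about the screen mean plus 3 SD, cut at about 150% in these data; inconclusive = under 70 cell events counted for the yeast strain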
procasp3 activ – activators of human procaspase-3 | actives 0.11% (n = 330,000) | activation, % at 8.5 µM | recombinant procaspase-3 D3A, Ac-DEVD-pNA absorbance 405 nm | P42574;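 active = activation above the mean of all tested compounds plus 3 SD, cut at about 21% in these data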;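 also: 0% = DMSO alone and 100% = DMSO wells spiked with extra 5 µM PC-3 D3A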
Target sequence (P42574 whole entry D9A/D28A/D175A): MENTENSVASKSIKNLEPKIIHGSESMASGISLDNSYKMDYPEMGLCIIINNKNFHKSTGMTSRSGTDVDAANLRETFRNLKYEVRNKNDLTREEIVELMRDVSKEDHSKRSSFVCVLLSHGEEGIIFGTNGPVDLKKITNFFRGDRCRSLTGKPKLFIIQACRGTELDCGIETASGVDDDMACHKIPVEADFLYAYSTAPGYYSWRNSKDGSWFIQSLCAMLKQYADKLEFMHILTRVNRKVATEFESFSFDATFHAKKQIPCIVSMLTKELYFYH
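Assay system – Procaspase-3 D3A mutant · Benchmarks – DMSO low control, extra-enzyme high control · Technique – 405 nm absorbance of p-nitroaniline, reads at 0 and 120 min · Doses – 8.5 µM nominal · Measure – % activation between DMSO and enzyme-spiked controls · Also added – Ac-DEVD-pNA chromogenic peptide substrate · Schedule – 1 h compound preincubation, 2 h substrate hydrolysis at 25 °C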
CR mimetic SO – yeast age-related superoxide inhibition as caloric restriction mimetic. superoxide response (% of plate mean), % at 10 µM. AID 2690. actives 0.18% (n = 330,000). S. cerevisiae aged cells, superoxide DHE fluorescence; active compounds read low;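 active = superoxide response under a set limit, about three screen SD below normal, cut at about 65% in these data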;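 also: yeast aged for seven days with compound at 30 °C before DHE staining; 100% = average MFI of all compound-treated wells on the plate with controls excluded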
The depositor's hits bear a star; ? = inconclusive; . = not tested or not shown; [ ] = another dose, or the depositor's remark.

SMILES	RPL19A TOR yeast	JMJD2C inh	MEP2-GFP yeast	AHR act	proCasp7 act	LAP4 TOR yeast	procasp3 activ	CR mimetic SO
NS(=O)(=O)c1ccc(CCNC(=O)c2ccc3c(c2)N(Cc2ccccc2)CCS3)cc1	99	8	104	4	-7	97	12	94
CC1=NN(c2ccccc2)C(=O)/C1=C\C=C1\N(C)c2ccccc2C1(C)C	109	3	107	29	-12	107	-3	100
O=S1(=O)N=C(N(CCO)/N=C/c2ccncc2)c2ccccc21	96	8	99	2	5	95	0	89
CCC(C)NS(=O)(=O)c1ccc(OC)c(Cl)c1Cl (stereo unspecified)	96	15	99	-3	-2	.	1	102
CCc1cccc(OCCCCNCCCOC)c1	98	-4	115	2	7	96	0	104
CC(Oc1ccc2c(-c3ccccc3)cc(=O)oc2c1)C(=O)N1CCC[C@@H]1C(N)=O (stereo partly specified)	100	?	107	1	5	103	6	107
O=C(CSc1ccccn1)Nc1ccc2c(c1)C(=O)c1ccccc1C2=O	88	-26	90	42	0	102	-1	131
COc1cc(/C=C/C(=O)N2CCCC2)cc(OC)c1OC	101	5	96	26	8	98	0	102
CN(C)c1ccc(NC(=O)CSc2nc3ccccc3c(=O)n2CC2CCCO2)cc1 (stereo unspecified)	54[may fluoresce violet]	1	214*[may fluoresce violet]	15	-3	78[may fluoresce violet]	-8	100
Cc1cc(C)c(NC(=O)NC(=O)C(Cl)(Cl)Cl)c(C)c1	97	1	98	-1	7	99	0	93
O=C(CC(O)(C(F)(F)F)C(F)(F)F)Nc1ccc(Cl)c(Cl)c1	106	-4	107	-6	-4	113	-3	114
COc1ccc(CCNC(=O)CCc2ccccc2)cc1OC	98	3	100	-1	1	109	-21	98
O=C(COC(=O)c1ccc(Br)cc1)NC(=O)NCc1ccccc1	95	1	93	0	-11	95	2	92
N#CCCN(Cc1ccncc1)C(=S)NC1CC2C=CC1C2 (stereo unspecified)	106	-3	102	0	13	112	2	96
CCN(CC)CCNc1nc(C(F)(F)F)nc2c1nnn2Cc1ccccc1	108	1	114	8	-9	103	7	97
CCN(CC(=O)Nc1ccc(OC)cc1)CC(=O)Nc1ccc(Br)cc1F	104	2	102	9	13	95	-4	112
CCCC[C@H](CN(N=O)[C@@H](Cc1ccccc1)CN(C)N=O)N(CCc1ccccc1)N=O	.	6	.	5	6	.	8	.
COc1cc(CNc2ccc3[nH]c(=O)[nH]c3c2)ccc1OCc1ccccc1Cl	100	13	104	1	-5	94	-12	111
O=C(c1ccc(-n2cncn2)c([N+](=O)[O-])c1)N1CCN(S(=O)(=O)c2ccc(Cl)cc2)CC1	100[may fluoresce green]	-4	107[may fluoresce green]	-2	1	94[may fluoresce green]	6	96
O=C1C=C(c2cc3ccccc3o2)C[C@@H](c2ccc(F)cc2)C1	95	7	96	-3	15	101	11	99
C=CCn1c(C)cc(C(=O)CSc2nnc(Cc3ccccc3)o2)c1C	95	-7	96	5	0	115	8	119
O=c1c(-c2ccccc2)coc2cc(O)ccc12	99	7	102	-2	-2	112	7	107
Cc1occc1C(=O)Nc1ccc(OCc2ccccc2)cc1	97	4	111	8	0	122	0	92
O=C(CSc1nnc(-c2ccccn2)n1Cc1ccccc1)Nc1ccc2c(c1)OCO2	102	3	94	12	-3	97	-7	97
O=c1[nH]c(=O)n(Cc2ccccc2)c2c1C(C(F)(F)F)(C(F)(F)F)N=C(c1ccco1)N2	103	-30	108	1	11	98	-1	93

Results in procasp3 activ, AHR act and JMJD2C inh (two entries from above):
| canonical_smiles | procasp3 activ | AHR act | JMJD2C inh |
| --- | --- | --- | --- |
| CN(C)c1ccc(NC(=O)CSc2nc3ccccc3c(=O)n2CC2CCCO2)cc1 (stereo unspecified) | -8 | 15 | 1 |
| Cc1cc(C)c(NC(=O)NC(=O)C(Cl)(Cl)Cl)c(C)c1 | 0 | -1 | 1 |

Further compounds follow.
SMILES	RPL19A TOR yeast	JMJD2C inh	MEP2-GFP yeast	AHR act	proCasp7 act	LAP4 TOR yeast	procasp3 activ	CR mimetic SO
Cc1nnc(Nc2ccc(S(N)(=O)=O)cc2)c2ccccc12	108	0	105	-1	15	90	10	102
CCCCCCCC(=O)NNC(=O)c1c(O)c2ccccc2n(CC)c1=O	106	-6	103	6	-12	98	1	109
N#C/C(=C(/O)COc1ccc(Cl)cc1)c1nc2ccccc2s1	97	-4	100	-1	7	98	1	100
Cc1ccc(C(=O)Nc2ccccc2C(=O)NCC2CCCO2)cc1 (stereo unspecified)	103	-3	90	10	0	91	0	85
COc1ccc(-n2nc(C(=O)NCC(=O)N3CCOCC3)c3ccccc3c2=O)cc1Cl	96	22	100	1	6	106	2	99
Cc1ccc(C(=O)NCC(c2ccco2)N2CCOCC2)cc1 (stereo unspecified)	109	49	108	4	5	102	15	93
CCN(CC)S(=O)(=O)c1cc(NC(=O)C(C)N2CCc3ccccc32)ccc1C (stereo unspecified)	100	3	96	10	-6	92	6	104
CCOC(=O)CN(C(=O)COC(=O)C1=NNC(=O)CC1)c1ccc(F)cc1	96	-7	99	-1	6	97	8	79
O=c1oc(/C=C/c2ccco2)nc2sc3c(c12)CCC3	102	1	102	3	-9	107	-2	110
Cc1cnc(NC(=O)CSc2nnc3ncccn23)s1	100	-2	97	6	-18	94	-8	88
Cc1cc(S(=O)(=O)/N=C(\N)c2ccc(C(N)=O)cc2)cc(C)c1F	105	3	107	19	-10	90	3	99
Cc1ccc(-n2nc3c(=O)n(C(C)C(=O)NCCc4cccs4)nc(C)c3c2C)cc1 (stereo unspecified)	100	2	102	2	1	103	-13	97
COC(=O)c1ccccc1S(=O)(=O)NNC(=O)c1nn(C)c(=O)c2ccccc12	98	-2	107	14	10	98	-9	85
CN(Cc1ccccc1)C(=O)CCS(=O)(=O)c1ccc2c(c1)NC(=O)CS2	101	11	104	0	3	99	8	106
CN1CCN(S(=O)(=O)c2ccc(N3CCN(c4ccccc4Cl)CC3)nc2)CC1	92	12	97	2	-1	96	3	93
Cn1ccnc1SCC(=O)Nc1ccc2nc(SCC(=O)NC3CC3)sc2c1	.	8	280*[may fluoresce violet]	7	4	90[may fluoresce violet]	-7	81
CCOc1ccc(-n2cnnn2)cc1S(=O)(=O)N1CCC(C)CC1C (stereo unspecified)	95	2	103	-3	-7	102	-4	106
COc1cccc(CC2(CO)CCCN(Cc3sc(N4CCCC4)nc3Cl)C2)c1 (stereo unspecified)	98	-20	96	1	-2	101	-2	101
O=c1c2ccccc2[nH]c(=S)n1CC1CCCO1 (stereo unspecified)	104	2	105	11	13	100	3	97
COc1ccc(C(=O)NNC(=O)c2ccc(F)c(S(=O)(=O)N3CCOCC3)c2)cc1	97	-3	96	-2	11	91	11	104
S=c1nc(-c2cc(Cl)cc(Cl)c2)[nH][nH]1	98	2	98	4	-9	96	0	103
Cc1ccc(OCCNC(=O)c2ccc(COc3ccccc3)o2)cc1	96	2	98	1	5	104	4	101
Cc1ccccc1NC(=S)c1nc2ccccc2[nH]1	92	32	109	47*	6	120	10	81
C/C(=N\NC(=S)NCc1ccccc1)c1ccc(Br)cc1	112	32	120	20	4	122	5	96
Cc1noc(C)c1C(=O)OCC(=O)NCCc1ccccc1	98	5	107	1	-4	102	-3	111

The listing continues.
SMILES	RPL19A TOR yeast	JMJD2C inh	MEP2-GFP yeast	AHR act	proCasp7 act	LAP4 TOR yeast	procasp3 activ	CR mimetic SO
CCCn1c(=O)c(C(=O)NNS(=O)(=O)c2ccc(C)cc2)c(O)c2ccccc21	102	13	103	1	3	100	-7	108
COc1ccc(-c2cc(C)no2)cc1S(=O)(=O)Nc1cccc(CN2CCCC2)c1	101	3	100	3	-3	92	3	130
Cc1cc(C)nc(Nc2nc(=O)c3ccccc3s2)n1	97	3	99	11	-12	100	-35	110
COc1cccc(/C=C/C(=O)NCCc2ccc(OC)c(OC)c2)c1	106	42	105	5	5	92	10	107
CC(C)OC(=O)CSc1nc2cccnc2n1-c1ccc(F)cc1	95	-6	94	16	6	90	4	88
COc1cc(Br)cc2cc(C(=O)N3CCOCC3)c(=O)oc12	98	-4	109	0	-11	88	7	102
COc1ccc(C2C3C(=O)N(Cc4ccccc4)C(=O)C3ON2c2ccccc2)c(OC)c1OC (stereo unspecified)	98	-3	123	6	-1	104	-1	94
CCOC(=O)c1c(C)[nH]c(C(=O)COC(=O)c2ccc(N3CCCC3=O)cc2)c1C	102	-2	108	0	4	95	9	77
Cc1ccc(OCC(=O)c2cc(C)n(CC(F)(F)F)c2C)c([N+](=O)[O-])n1	96	-26	95	3	-26	99	-17	96
O=c1oc2ccccc2c(NCCO)c1[N+](=O)[O-]	96	-11	101	-1	-5	109	-3	108
Cc1occc1C(=O)N/N=C/C=C/c1ccccc1	102	-18	97	6	9	108	0	111
COC(=O)c1c(NC(=S)Nc2ccc(C(=O)N3CCOCC3)cc2)sc2c1CCC2	112	3	107	0	-10	104	0	147
COC(=O)c1c(NC(=O)C(=O)N2CCCCC2)sc2c1CC(C)(C)OC2	89	46	77	2	-1	80	1	84
O=C(NCCN1CCOCC1)c1ccc(-c2ccccc2)cc1	94	?	94	7	-18	98	3	149
O=C(CCCCCN1C(=O)c2cccc3cccc(c23)C1=O)NCc1ccco1	96	3	100	77*	2	99	3	102
Cc1ccc(NC(=O)C2CCCN(S(=O)(=O)c3cnc[nH]3)C2)cc1F (stereo unspecified)	99	.	109	8	3	99	5	105
CCC(C)NC(=O)CSc1nnc(-c2cc(-c3ccc(C)cc3)nc3ccccc23)n1N (stereo unspecified)	101	9	105	4	-3	101	13	86
S=c1[nH]nc(-c2cccs2)n1Cc1ccccc1	100	-21	102	0	-21	103	-11	103
Cc1ccc(OCc2ccc(C(=O)Nc3nccs3)o2)cc1C	15*[may fluoresce violet]	6	255*[may fluoresce violet]	9	-3	76[may fluoresce violet]	2	104
O=C(/C=C\Nc1ccccc1Br)c1ccc2c(c1)OCO2	95	-3	93	1	-3	115	-2	93
COc1ccccc1CNC(=O)[C@H](Cc1c[nH]c2ccccc12)NC(=O)[C@@H]1Cc2ccccc2CN1	100	2	98	5	3	108	-6	128
CCN(CC)CCN(C(=O)C1=COCCO1)c1nc2ccc(C)cc2s1	104	-3	95	4	2	90	-2	107
Cc1ccc(CNC(=O)Cn2c(=O)n(CC(=O)N3CCCCC3)c(=O)c3sccc32)cc1	98	-7	106	-1	5	110	0	95
Cc1ccc(C(C)C)c(OCCN(C)C)c1	98	104	101	0	14	92	3	101
COc1ccc(NC(=O)CS(=O)CC(=O)NCc2cccc(C(F)(F)F)c2)cc1 (stereo unspecified)	92	3	88	-1	11	84	3	95
COc1ccc2nc(C)c3cc(C)oc3c2c1	99	.	102	-3	3	99	1	99
O=C(NCc1ccccc1)c1ccc(NC(=O)c2ccccc2F)cc1	96	-1	95	-5	-2	80	6	101
CCOc1cc(CN2CCN(C(=O)c3ccco3)CC2)ccc1OC	94	-5	100	1	3	100	-12	105
CCSc1nnc(NC(=O)CSc2sc3c(O)cc(=O)[nH]c3c2C#N)s1	97	1	96	4	4	108	-2	80
CC1CN(S(=O)(=O)N(C)C)CCN1S(=O)(=O)N(C)C (stereo unspecified)	93	-6	101	1	2	96	-2	100
